# procasp3 activ: activates human procaspase-3 | P42574 | recombinant procaspase-3 D3A, Ac-DEVD-pNA absorbance 405 nm | activation, % at 8.5 µM | 330,000 tested, 0.11% active | AID 463141;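 active = activation above the mean of all tested compounds plus 3 SD, cut at about 21% in these data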;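 also: 0% = DMSO alone and 100% = DMSO wells spiked with extra 5 µM PC-3 D3A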
# Target sequence (P42574 whole entry D9A/D28A/D175A): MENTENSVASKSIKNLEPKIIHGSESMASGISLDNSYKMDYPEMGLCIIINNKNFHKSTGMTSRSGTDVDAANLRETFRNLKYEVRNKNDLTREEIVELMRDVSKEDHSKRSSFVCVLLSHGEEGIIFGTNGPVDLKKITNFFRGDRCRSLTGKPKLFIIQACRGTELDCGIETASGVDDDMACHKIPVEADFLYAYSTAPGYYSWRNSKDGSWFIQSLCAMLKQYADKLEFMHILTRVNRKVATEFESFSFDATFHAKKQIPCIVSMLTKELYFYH
#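 Test system: Procaspase-3 D3A mutant; medium: Zinc-free HEPES/NaCl buffer with 0.01% Triton X-100 at pH 7.4; reagent: DEVD-pNA substrate; doses: one concentration, 8.5 µM nominal, 0.8% DMSO; times: 1 h preincubation plus 2 h reaction at 25 °C; signal: Epi-absorbance at 405 nm of released p-nitroaniline, 0 and 120 min; replicates: singlicate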
# GASC-1 inh: human JMJD2C demethylase inhibition; Q9H3R0; GST-JMJD2C(1-420) H3K9me3 demethylation, DELFIA europium; inhibition, % at 2.35 µM; 330,000 tested, 0.069% active;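 active = more than half of a compound's replicate wells show inhibition beyond 50%, single wells judged on their own value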;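 also: signal counts dimethyl H3K9 product captured on neutravidin plate; 0% = median of DMSO wells and 100% = 0.3 times that DMSO median; strong numbers were not always called active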
# Target sequence (Q9H3R0 1-420 limits assumed): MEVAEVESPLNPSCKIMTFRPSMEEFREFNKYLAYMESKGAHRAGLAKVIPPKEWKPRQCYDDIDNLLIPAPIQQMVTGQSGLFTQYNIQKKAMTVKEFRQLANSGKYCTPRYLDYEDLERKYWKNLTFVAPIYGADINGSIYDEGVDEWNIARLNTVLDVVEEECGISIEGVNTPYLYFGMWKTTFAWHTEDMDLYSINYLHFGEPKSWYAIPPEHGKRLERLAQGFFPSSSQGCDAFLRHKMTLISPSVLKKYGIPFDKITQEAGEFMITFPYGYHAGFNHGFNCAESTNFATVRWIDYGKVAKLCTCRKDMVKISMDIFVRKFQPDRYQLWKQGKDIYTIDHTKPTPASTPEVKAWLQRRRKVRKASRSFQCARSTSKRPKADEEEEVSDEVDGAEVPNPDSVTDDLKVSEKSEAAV
# core dimer inh: HCV core protein dimerization inhibition. TR-FRET GST/Flag-core106 dimerization, 1536-well. inhibition, % at 5 µM. 300,000 tested, 0.33% active. AID 1899;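 active = inhibition above the mean of all tested compounds plus 3 SD, set per screening campaign, cut at about 45% in these data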
#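 Assay system: GST-tagged and Flag-tagged HCV core protein residues 1-106 / Times: compound-protein-antibody incubation 4 h at 22.5 °C / Signal: time-resolved FRET, ex 340 nm, em 617 and 671 nm / Evaluation: % inhibition based on acceptor/donor emission ratio / Benchmarks: wells lacking GST-core106 and wells with excess unlabelled core106 / Repeats: singlicate, one well per compound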
# GRK2 aptamer HTS: blocks RNA aptamer binding to human GRK2; bead flow cytometry, FAM-aptamer displacement from GRK2; inhibition of aptamer binding, % at 10 µM; 330,000 tested, 0.59% active;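 active = inhibition of aptamer binding above 40%, roughly 3 SD of noise, on plates passing a quality check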;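 also: median bead fluorescence of bound FAM aptamer so fluorescent compounds give negative values; no value below 0 was filed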
# Fh CTSL1 inh: blocks F. hepatica cathepsin L1 in PFM18AAP counter-screen; recombinant F. hepatica cathepsin L1, Z-Leu-Arg-MCA fluorescence; AID 1906; inhibition, % at 5.96 µM; 300,000 tested, 0.49% active;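 active = inhibition above the mean of all tested compounds plus 3 SD, set per screening campaign, cut at about 17% in these data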;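 also: 0% = plate median of test compound wells and 100% = 1 µM Z-Phe-Ala-diazomethylketone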
# proCasp7 act: counter-screen: procaspase-7 (human) activation; recombinant procaspase-7, Ac-DEVD-pNA absorbance 405 nm; D23A/D198A/D206A triple mutant, cannot self-cleave; scale: DMSO 0, 5 µM enzyme 100; P55210; activation, % at 8.5 µM; 330,000 tested, 0.093% active;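 active = percent activation above the screen-wide mean plus 3 SD, cut at about 25% in these data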
# Target sequence (P55210 whole entry D23A/D198A/D206A): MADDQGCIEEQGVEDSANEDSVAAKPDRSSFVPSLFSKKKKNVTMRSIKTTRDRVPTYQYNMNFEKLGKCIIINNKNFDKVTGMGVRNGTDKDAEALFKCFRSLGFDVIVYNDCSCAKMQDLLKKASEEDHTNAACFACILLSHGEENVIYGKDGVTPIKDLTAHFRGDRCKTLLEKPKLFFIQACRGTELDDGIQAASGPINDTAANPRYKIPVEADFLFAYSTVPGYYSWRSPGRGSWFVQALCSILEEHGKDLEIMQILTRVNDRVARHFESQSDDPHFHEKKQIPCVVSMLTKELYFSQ
#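 Assay system: Uncleavable procaspase-7 mutant enzyme / Input: 2 µM procaspase-7 mutant as dispensed / Dosing: single nominal 8.5 µM compound dose, 0.8% DMSO final / Timing: 1 h enzyme–compound preincubation and 2 h substrate reaction, both 25 °C / Detection: p-Nitroaniline absorbance at 405 nm, read at 0 and 120 min / Replication: singlicate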
# PP1 counter: blocks human PP1-alpha phosphatase, a PP5 counter-screen | inhibition, % at 6.7 µM | P62136 | 320,000 tested, 0.9% active | purified PP1alpha, OMFP fluorescence | AID 2235;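 active = inhibition above the mean inhibition of all tested compounds plus 3 SD, computed separately for each screening campaign, cut at about 15% in these data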
# VLA-4 inh: inhibition in a human VLA-4 binding assay; P13612; VLA-4 expressing cells, ligand binding flow cytometry; inhibition, % (about 7 µM as worked out from the volumes in the protocol); 330,000 tested, 0.2% active; AID 2557; in the data active = inhibition above about 50%
# PP5 inh: inhibitors of human protein phosphatase 5 (PP5). 320,000 tested, 0.18% active. P53041. AID 1987. inhibition, % at 6.7 µM. purified PP5c, OMFP substrate fluorescence;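 active = inhibition above the campaign's mean inhibition across all tested compounds plus 3 SD, cut at about 9.5% in these data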;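 also: 0% = DMSO only and 100% = 100 µM cantharidin control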
# An asterisk follows results filed as active; x = not tested or not shown.
# Screens in order: procasp3 activ, GASC-1 inh, core dimer inh, GRK2 aptamer HTS, Fh CTSL1 inh, proCasp7 act, PP1 counter, VLA-4 inh, PP5 inh
CC(C)Cn1c(N)c(C(=O)COC(=O)c2ccc([N+](=O)[O-])o2)c(=O)n(C)c1=O
  -8, -25, -6, 7, -9, 0, -1, -1, 1.5
Cc1cc(C(=O)Nc2cccc(C(=O)O)c2)oc1C
  13, 6, -7, 0, 0, 12, -1, 5, -0.1
COc1cccc(CN(C(=O)CN2C(=O)c3ccccc3S2(=O)=O)C(C(=O)NCC2CCCO2)c2ccco2)c1 (stereo not drawn)
  -4, -5, -7, 1, -1, -4, 1, 9, -0.1
Cc1ccc(Cc2nnc(SCC(=O)Nc3ccccc3C)[nH]c2=O)cc1
  8, -8, 2, 2, 0, 7, -5, -13, 2.4
Cc1ccc(C(C)C)c(OCC(=O)NNCC(=O)Nc2cccc(F)c2)c1
  5, -1, x, 0, x, 9, x, 12, x
CCOC(=O)Cn1nnnc1C(CC)N(Cc1cccs1)Cc1cc2ccc(OC)cc2[nH]c1=O (stereo not drawn)
  1, 25, 7, 3, 6, 9, 0, -8, 2.8
CCN(CC)S(=O)(=O)c1cccc(-c2nnc(SCC(=O)c3cc(C)n(C4CC4)c3C)o2)c1
  0, -4, 7, 1, 0, 2, -3, -5, -1.5
C#CCOCCOCCOCCNc1nc(N2CCN(C(=O)[C@H](C(C)C)n3cc(CCO)nn3)CC2)nc(N2CCN(C(=O)[C@H]([C@@H](C)CC)n3cc(CCCCN)nn3)CC2)n1
  1, 30, 6, 4, -6, 6, 0, -2, 1.7
CN(CC(=O)Nc1ccc(F)c(F)c1F)C(=O)CN1C(=O)C2CCCCC2C1=O (stereo not drawn)
  8, 1, 0, 0, 1, 10, -3, 1, 1.3
O=C(N/N=C/c1cccs1)c1cnccn1
  -6, -4, -1, 0, -2, 9, 1, 8, -0.6
OC(c1ccccc1)(c1ccccc1)c1ccn[nH]1
  2, 1, 0, 1, -1, 12, 2, 33, 4.0
Cc1nc(NC(=O)COC(=O)C2=NNC(=O)CC2)c(Cl)cc1Cl
  3, 3, -6, 55*, -6, 5, 3, 1, 3.7
Cc1ccccc1CC1(CO)CCCN(Cc2ccccc2Cl)C1 (stereo not drawn)
  6, -14, 1, 0, 4, -1, 0, 2, -0.6
CCOc1ccc(C(c2nnnn2C(C)(C)C)N2CCN(C(=O)c3ccco3)CC2)cc1 (stereo not drawn)
  7, 4, -5, 0, -3, 11, -2, 12, 0.1
Cc1cccc(OCC(=O)Nc2nonc2NC(=O)COc2cccc(C)c2)c1
  2, 22, -1, 0, 1, 5, 5, 17, 0.4
O=C(CSc1nnc(-c2ccccc2)o1)N1CCOCC1
  2, 4, -2, 3, 4, -7, 0, -7, 0.1
COc1cc(C(=O)NCCCNc2nc3cc(C)c(C)cc3cc2C#N)cc(OC)c1OC
  -1, -41, 0, 0, 3, 5, 2, -6, 2.3
Oc1cccc(/C=N/N(Cc2ccccc2)c2ccccc2)c1
  -1, -7, -1, 0, 9, -11, -5, -2, 0.2
O=C(Nc1cccnc1)C1CCN(S(=O)(=O)c2cccc3nonc23)CC1
  -2, 0, 0, 0, -3, 3, -2, 10, 2.5
O=C(N=C1N=C2C=CC(Br)=CN2Cc2ccccc21)c1ccc([N+](=O)[O-])cc1[N+](=O)[O-]
  5, -6, 11, 3, -1, -6, 4, 0, 0.1
CCc1ccc(CNCc2cccnc2)cc1
  4, 5, -6, 0, 2, 3, 0, -1, -1.0
CCOCCn1c(N(C)Cc2ccccc2)nc2c1c(=O)[nH]c(=O)n2C
  -7, -18, -4, 0, -2, -9, -3, -2, 1.9
COc1cccc(C(=O)Nc2c3c(nn2-c2ccccc2C)CS(=O)C3)c1OC (stereo not drawn)
  6, 5, -4, 2, -1, -2, -5, 9, 2.7
COc1cc(NS(=O)(=O)c2ccc(NC(=O)c3ccc([N+](=O)[O-])cc3)cc2)ncn1
  1, -1, -2, 0, 4, -2, -2, 12, 1.4
Cc1nc(NCc2ccccc2)c(C(N)=O)c2c1COC(C)(C)C2
  6, -4, 6, 0, 0, 9, 1, 19, 2.7
CCc1nnc(NS(=O)(=O)c2ccc(NC(=O)c3ccco3)cc2)s1
  1, -4, 1, 2, -5, 3, -5, 15, 0.1
N#Cc1ccc(CSc2nnc(-c3cccs3)n2-c2ccccc2)cc1
  -1, -10, 13, 0, -1, -3, -1, -1, -1.2
O=C(NCCc1ccccn1)c1cc(-c2cccc3ccccc23)nc2ccccc12
  5, -1, 4, 0, -1, 13, 2, 39, 21*
N#Cc1cc2c(nc1S(=O)(=O)Cc1ccccc1)CCCC2
  11, -1, -3, 1, 6, 10, 1, 1, 3.1
O=C(Oc1cccc(Nc2ncnc3ccccc23)c1)c1ccccc1Cl
  1, 10, 2, 5, 5, 1, 3, -1, 4.2

# New compounds follow.
mol	procasp3 activ	GASC-1 inh	core dimer inh	GRK2 aptamer HTS	Fh CTSL1 inh	proCasp7 act	PP1 counter	VLA-4 inh	PP5 inh
CC(C)NC(=O)CCS(=O)(=O)c1ccc(Br)s1	6	1	-4	2	-1	8	-3	0	1.2
C/C(=N\N1CCN(c2ccccc2)CC1)c1ccncc1	-1	48	-1	1	-2	7	-3	10	1.2
Cc1nn(C(C)C(=O)NNC(=S)Nc2ccc(Cl)cc2)c(C)c1[N+](=O)[O-] (stereo not drawn)	6	-4	-4	2	3	-8	-2	3	-0.1
Cn1c(=O)c(=O)n(C)c2cc(S(=O)(=O)N3CCCC3C(=O)NCc3cccs3)ccc21 (stereo not drawn)	-2	-1	1	2	2	3	-2	-3	0.8
CCOC(=O)c1ccc(N2C(=O)c3n[nH]c(C)c3C2c2ccco2)cc1 (stereo not drawn)	5	-2	1	0	5	6	1	2	1.5
COc1ccccc1NC(=O)Nc1nc(CC(=O)NCc2c(F)cccc2F)cs1	3	-2	-1	3	-4	0	-6	5	1.1
CSc1nnnn1-c1ccc(Cl)cc1	-3	1	2	2	-9	3	-3	6	-1.8
COC(=O)c1ccc(N=NNc2ccc(C(=O)OC)cc2)cc1	-10	-1	10	0	-9	7	8	18	3.3
COc1ccc(/C=C2\SC(=O)N(CCn3cnnn3)C2=O)cc1	3	-18	-7	2	-1	-2	-1	10	0.9
O=C(COC(=O)CNC(=O)c1ccccc1F)Nc1ccc(Cl)cn1	10	5	x	4	x	7	x	11	x
CCCCN(C)CCCNC(=O)/C=C1\Sc2ccccc2NC1=O	2	-11	1	17	-1	14	-1	10	1.0
O=S(=O)(Cc1ccccc1)c1ccccc1-c1nnc(-c2ccccc2)o1	2	-6	8	1	2	2	2	15	1.1
CCCNC(=O)C(=O)Nc1cc2c3c(c1)CCC(=O)N3CCC2	0	-9	-3	0	57*	1	-1	-3	1.5
CC(NC(=O)c1cccs1)c1n[nH]c(=S)n1C (stereo not drawn)	3	7	-2	1	-4	4	-1	-14	-0.6
Cn1c(N)c(N=O)c(=O)n(C)c1=O	-29	-12	-4	3	1	1	-1	9	0.2
Cc1ccc2oc(C(=O)NCc3ccc4c(c3)OCO4)c(C)c2c1	-2	4	-4	0	-1	-5	1	-12	-2.6
O=C(O)c1cccc(S(=O)(=O)Nc2ccc3c(c2)OCO3)c1	4	-2	0	3	7	13	0	11	-2.4
CCOc1ccccc1OCC(=O)Nc1cc(S(=O)(=O)N2CCCCC2)ccc1OC	-2	-1	7	2	6	-4	-3	12	0.6
CCOc1cc(-c2conc2N)cc(OCC)c1OCC	-9	0	0	1	0	8	-1	-8	-0.5
CCCCn1c2nc3ccccc3nc2c2c(=O)n(C(C)CC)cnc21 (stereo not drawn)	-1	-29	6	2	3	11	3	-5	5.1
Cc1ccc(N2CC(C(=O)NC3=NCCS3)CC2=O)cc1 (stereo not drawn)	8	6	-9	0	-22	3	-1	43	-0.6
COc1ccc(Oc2ncccc2[N+](=O)[O-])cc1	-11	-2	2	0	-1	2	0	-3	-0.8
CCOc1ccccc1C(=O)Nc1cccc2ccccc12	3	1	-1	0	1	0	5	8	3.2
CCc1c(C)sc(NC(=S)N2CCN(S(C)(=O)=O)CC2)c1C(=O)OC	3	48	17	1	2	-8	2	0	-0.1

# Fetched one by one from the entries so far (two):
mol	procasp3 activ	GASC-1 inh	core dimer inh	GRK2 aptamer HTS	Fh CTSL1 inh	proCasp7 act	PP1 counter	VLA-4 inh	PP5 inh
Oc1cccc(/C=N/N(Cc2ccccc2)c2ccccc2)c1	-1	-7	-1	0	9	-11	-5	-2	0.2
COc1ccc(Oc2ncccc2[N+](=O)[O-])cc1	-11	-2	2	0	-1	2	0	-3	-0.8

# In the list so far, nine have an aryl methoxy group.
mol	procasp3 activ	GASC-1 inh	core dimer inh	GRK2 aptamer HTS	Fh CTSL1 inh	proCasp7 act	PP1 counter	VLA-4 inh	PP5 inh
COc1cccc(CN(C(=O)CN2C(=O)c3ccccc3S2(=O)=O)C(C(=O)NCC2CCCO2)c2ccco2)c1 (stereo not drawn)	-4	-5	-7	1	-1	-4	1	9	-0.1
CCOC(=O)Cn1nnnc1C(CC)N(Cc1cccs1)Cc1cc2ccc(OC)cc2[nH]c1=O (stereo not drawn)	1	25	7	3	6	9	0	-8	2.8
COc1cc(C(=O)NCCCNc2nc3cc(C)c(C)cc3cc2C#N)cc(OC)c1OC	-1	-41	0	0	3	5	2	-6	2.3
COc1cccc(C(=O)Nc2c3c(nn2-c2ccccc2C)CS(=O)C3)c1OC (stereo not drawn)	6	5	-4	2	-1	-2	-5	9	2.7
COc1cc(NS(=O)(=O)c2ccc(NC(=O)c3ccc([N+](=O)[O-])cc3)cc2)ncn1	1	-1	-2	0	4	-2	-2	12	1.4
COc1ccccc1NC(=O)Nc1nc(CC(=O)NCc2c(F)cccc2F)cs1	3	-2	-1	3	-4	0	-6	5	1.1
COc1ccc(/C=C2\SC(=O)N(CCn3cnnn3)C2=O)cc1	3	-18	-7	2	-1	-2	-1	10	0.9
CCOc1ccccc1OCC(=O)Nc1cc(S(=O)(=O)N2CCCCC2)ccc1OC	-2	-1	7	2	6	-4	-3	12	0.6
COc1ccc(Oc2ncccc2[N+](=O)[O-])cc1	-11	-2	2	0	-1	2	0	-3	-0.8
